Bioassay records as filed in PubChem.
TrxR1 substrate: rat thioredoxin reductase 1 substrate activity. O89049. AID 588456. actives 0.01% (n = 390,000). purified TrxR1 substrate turnover, NADPH consumption readout. Potency, µM (titrated, usually from 114 µM), without a hit: at the highest dose activity change, negative = substrate turnover; note: potency is the fitted concentration of half-maximal effect; % is set by controls: 0 for no effect and ±100 for the full control effect; nearly all actives have a fitted effect of over 50% in size
Target sequence (O89049 whole entry, looked up): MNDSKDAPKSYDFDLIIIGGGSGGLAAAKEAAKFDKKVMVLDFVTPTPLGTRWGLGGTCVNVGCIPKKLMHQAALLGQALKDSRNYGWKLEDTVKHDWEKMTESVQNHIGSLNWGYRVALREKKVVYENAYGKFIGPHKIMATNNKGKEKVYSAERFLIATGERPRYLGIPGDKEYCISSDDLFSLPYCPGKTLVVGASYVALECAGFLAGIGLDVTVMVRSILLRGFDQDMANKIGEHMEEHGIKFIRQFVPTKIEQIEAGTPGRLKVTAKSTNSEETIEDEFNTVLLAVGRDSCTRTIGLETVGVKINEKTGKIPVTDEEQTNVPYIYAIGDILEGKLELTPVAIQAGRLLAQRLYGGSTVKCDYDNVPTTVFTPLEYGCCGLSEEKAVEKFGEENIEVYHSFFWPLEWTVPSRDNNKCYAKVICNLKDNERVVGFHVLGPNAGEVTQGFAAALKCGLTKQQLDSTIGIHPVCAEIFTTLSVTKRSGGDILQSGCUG
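Rat TrxR1, dispensed at 90 nM, was prereduced with 400 uM NADPH (final) for 5 min at ~22 deg C, then incubated with compound 15 min before 400 uM selenite. A first-read NADPH fluorescence drop versus no-compound background flagged substrates.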
USP1-UAF1 inh: USP1/UAF1 (human) deubiquitinase inhibition; actives 0.23% (n = 390,000); recombinant USP1/UAF1, Ub-Rhodamine cleavage fluorescence; Potency, µM (series often up to 57.1 µM), for inactives: at the top dose activity change, negative = inhibition, usual class: inhibitors; note: potency is the fitted concentration of half-maximal effect; % is set by controls: 0 for no effect and ±100 for the full control effect; nearly all actives have a fitted effect of over 60% in size; inactives centre near -12
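USP1/UAF1 complex (1 nM) preincubated 15 min at room temperature with compound, then Ub-Rho substrate (150 nM final) added. Kinetic fluorescence at 480/540 nm over 6 reads at 60 s intervals; 50 mM HEPES pH 7.8, 0.5 mM EDTA, 0.1 mg/ml BSA, 1 mM TCEP, 0.01% Tween-20.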
TrxR1 inh: blocks rat thioredoxin reductase 1. O89049. Potency, µM (highest dose often 114 µM), inactives show at the top dose activity change, negative = inhibition, usual class: inhibitors. recombinant rTrxR1, NADPH fluorescence consumption, selenite substrate. actives 1% (n = 390,000). AID 588453; note: potency is the fitted concentration of half-maximal effect; % is set by controls: 0 for no effect and ±100 for the full control effect; nearly all actives have a fitted effect of over 65% in size
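Rat TrxR1 (90 nM in the dispensed reagent) was pre-reduced with 400 uM NADPH for 5 min at room temperature, then incubated with compound for 15 min. After 400 uM selenite was added, NADPH fluorescence (Ex 340/Em 450 nm) was followed for 8 min.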
HP1b chromo inh: blocks HP1-beta chromodomain binding to methylated histone tails | Potency, µM (titrated, usually from 114 µM), inactives show top-dose activity change, negative = inhibition, most hits filed as inhibitors | AlphaScreen HP1-beta / biotin-H3K9me3 peptide binding | actives 0.56% (n = 390,000) | AID 540317 | P83916; note: potency is the fitted concentration of half-maximal effect; nearly all actives have a fitted effect of over 70% in size; inactives centre near 23
Target sequence (P83916 whole entry, looked up): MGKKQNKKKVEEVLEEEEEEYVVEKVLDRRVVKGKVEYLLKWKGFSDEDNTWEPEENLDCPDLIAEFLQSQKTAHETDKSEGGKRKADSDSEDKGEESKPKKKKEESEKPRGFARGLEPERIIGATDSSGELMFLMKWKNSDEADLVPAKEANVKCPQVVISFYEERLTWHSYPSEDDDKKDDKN
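AlphaScreen: HP1-beta (50 nM) preformed 30 min with biotin-H3(1-18)K9me3 peptide (50 nM) in PBS pH 7.4, 0.01% Tween-20. Compound added for 30 min at RT, then streptavidin donor/nickel chelate acceptor beads (10 ug/mL) for 30 min.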
Tb PGK inh: blocks T. brucei phosphoglycerate kinase; PGK/GAPDH coupled, Kinase-Glo luminescence, 60 min; Potency, µM (top dose mostly 57.5 µM), without a hit: top-dose activity change, negative = inhibition, usual class: inhibitors; actives 0.043% (n = 380,000); AID 602233; note: potency is the fitted concentration of half-maximal effect; % is set by controls: 0 for no effect and ±100 for the full control effect; nearly all actives have a fitted effect of over 60% in size
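Recombinant glycosomal PGK reaction used 1,3-bisphosphoglycerate generated in-well by GAPDH (100nM final) in 100mM TEA pH 7.6, 5mM MgCl2, 0.01% Tween-20. After 60 minutes at room temperature, ATP was read by Kinase-Glo Plus luminescence end-point.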
GLS inhibitor: blocks human kidney-isoform glutaminase activity; GLS enzymatic activity, qHTS titration; Potency, µM (titrated, usually from 45.5 µM), inactives show at the top dose activity change, negative = inhibition, most hits filed as inhibitors; actives 0.21% (n = 410,000); AID 624170; note: potency is the fitted concentration of half-maximal effect; % is set by controls: 0 for no effect and ±100 for the full control effect
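Glutamate formation by hKGA was monitored fluorometrically using coupled glutamate oxidase, HRP and Amplex Red. Substrate was added as 1 mM L-glutamine solution; incubation was 30 min at RT after an initial read.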
IDH1 R132H inh: inhibitors of human mutant IDH1 R132H; O75874; IDH1-R132H enzyme, NADPH consumption, diaphorase/resazurin fluorescence; Potency, µM (highest dose often 76.6 µM), inactives show top-dose activity change, negative = inhibition, hits mostly inhibitors; actives 0.093% (n = 390,000); AID 602179; note: potency is the fitted concentration of half-maximal effect; % is set by controls: 0 for no effect and ±100 for the full control effect; nearly all actives have a fitted effect of over 65% in size
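IDH1-R132H (0.5 ug/mL dispensed) in pH 7.5 Tris buffer was preincubated 30 min with compound, then given a substrate mix of 0.016 mM NADPH and 2 mM alpha-KG for 80 min at room temperature; remaining NADPH was read by diaphorase/resazurin fluorescence.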
Pin1 inhibitor: human Pin1 inhibition; actives 0.009% (n = 390,000); Q13526; Pin1 FP peptide displacement, HiFluor488, 10 min; AID 504891; Potency, µM (top dose mostly 115 µM), for inactives: top-dose activity, negative = inhibition, usual class: inhibitors; active = well fitted inhibition curve with a large enough effect in the polarisation, with a control signal flat, not every such curve was filed as active; inconclusive = small, poorly fitted or top-dose-only effect, or effect the other way, or a change in a side signal; inactive = no such curve, though single readings can be large or run the other way; the % refers to the polarisation; note: potency is the fitted concentration of half-maximal effect; % is set by controls: 0 for no effect and ±100 for the full control effect
Target sequence (Q13526 whole entry, looked up): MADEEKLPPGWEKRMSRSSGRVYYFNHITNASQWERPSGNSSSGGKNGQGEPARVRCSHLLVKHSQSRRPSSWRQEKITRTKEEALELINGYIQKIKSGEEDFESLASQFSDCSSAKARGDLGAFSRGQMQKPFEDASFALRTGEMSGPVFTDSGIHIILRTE
PI4K2A inh: blocks human PI4K2A kinase activity. AID 1346378. purified PI4K2A, ADP-Glo luminescence, 1 h; stronger effect = lower value. actives 0.13% (n = 420,000). activity change, negative = inhibition, % at 76.9 µM; in the data active = activity change below about -50%; inconclusive = mostly about -30% to -49%;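 note: -100% = wells without enzyme as full effect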
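PI4K2A activity was measured by ADP-Glo luminescence: enzyme (4 ug/mL stock) and phosphatidylinositol (1.2 mM stock) in Tris pH 7.5/MgCl2/EGTA/Triton X-100 buffer were reacted with ATP (300 microM stock) for one hour at ambient temperature.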
Active calls of the source: *; i = inactive; ? = inconclusive; . = no result given; & = joins results of further samples; [ ] = another dose, or the depositor's remark. Unless noted, calls come from the whole dose curve; as a rule, active = well fitted curve in the direction sought with a large enough effect; inconclusive = small, poorly fitted or top-dose-only effect, or another doubt; inactive = no such curve, though single readings can be large; an effect the other way counts as inactive or inconclusive. Some of the compounds tested, so the mix of outcomes need not match the whole.

Start of the listing, in advance:
SMILES | TrxR1 substrate | USP1-UAF1 inh | TrxR1 inh | HP1b chromo inh | Tb PGK inh | GLS inhibitor | IDH1 R132H inh | Pin1 inhibitor | PI4K2A inh
CCO[C@@H]1OC(C(=O)NCc2nc3ccccc3[nH]2)=C[C@H](c2csc3ccccc23)[C@H]1CCCO | -2% | -12% | 27% | 10% | -11% | -5% | -3% | 13% | 4
COc1ccc2oc(C(=O)OCc3c(C)noc3C)c(C)c2c1 | 26%[57.1 µM] | -9% | 3%[57.1 µM] | 46%[activator] | -2% | 0% | -10% | 8% | 2

The whole of this part, from the start:
SMILES | TrxR1 substrate | USP1-UAF1 inh | TrxR1 inh | HP1b chromo inh | Tb PGK inh | GLS inhibitor | IDH1 R132H inh | Pin1 inhibitor | PI4K2A inh
CCO[C@@H]1OC(C(=O)NCc2nc3ccccc3[nH]2)=C[C@H](c2csc3ccccc23)[C@H]1CCCO | -2% | -12% | 27% | 10% | -11% | -5% | -3% | 13% | 4
COc1ccc2oc(C(=O)OCc3c(C)noc3C)c(C)c2c1 | 26%[57.1 µM] | -9% | 3%[57.1 µM] | 46%[activator] | -2% | 0% | -10% | 8% | 2
Cc1ccc(C)c(S(=O)(=O)Nc2cc3c4c(c2)CCN4C(=O)CC3)c1 | 2% | -6% | 14% | 14% | -16% | 15% | 7% | -10% | -7
CC(CN1CC(=O)NC(=O)C1)N1CC(=O)NC(=O)C1 (stereo unspecified) | -1% | -31% | -4% | . | 1% | 2%&-8% | -4% | . | 0
O=C(Nc1cccc(-c2cn3c(n2)SCC3)c1)c1ccc2ccccc2n1 | -3%[57.1 µM] | -13% | 23%[57.1 µM] | 7% | -3% | -13% | 6% | 17% | 2
Nc1nnc(SCc2ccccc2F)n1-c1ccccc1 | -2% | -5% | -10% | 35% | 5% | 5% | 2% | 2% | 3
COc1ccc(Nc2nc(N)c([N+](=O)[O-])c(NCCO)n2)cc1 | 0%[57.1 µM] | -23% | 9%[57.1 µM] | -6% | -3% | 0% | ? | 3% | -2
CNC(=O)NNC(=O)c1csc(-c2ccc(C(F)(F)F)cc2Cl)n1 | 8%[57.1 µM] | -2% | 9%[11.4 µM] | 26% | 5% | 0% | -4% | -6% | -5
CCC(=O)Nc1cccc(-c2cn3c(C)csc3n2)c1 | -6%[57.1 µM] | -24% | 8%[57.1 µM] | 8% | -6% | -5% | -6% | -1% | 6
CCOC(=O)C1CCCN(C(=O)c2cccc(S(=O)(=O)N3CCCC3)c2)C1 (stereo unspecified) | -4% | -19% | 15% | 36% | 1% | 2% | -10% | -8% | 4
OCCCNc1ncnc2oc(-c3ccccc3)c(-c3ccccc3)c12 | 93%[activator] | -32% | 38%[activator] | 6% | -4% | 2% | ? | -5% | 3
CC(C)N1CCN(CC#Cc2ccccc2)CC1CCO (stereo unspecified) | 3% | -15% | -15% | 49%[activator] | . | -8% | 8% | -4% | -2
CC(C)NC(=O)Nc1cccc2c1O[C@H](CN(C)C(=O)NC1CCCCC1)[C@@H](C)CN([C@H](C)CO)C2=O | 9%[57.1 µM] | 22% | 20%[57.1 µM] | 38% | 0% | 1% | -4% | -12% | -4
COc1cc(C(=O)OCC(=O)NC2CCCCC2)cc(OC)c1OC | -5%[57.1 µM] | ? | 1%[57.1 µM] | 41%[activator] | -1% | -5% | 3% | 2% | 6
Cn1nnnc1SCCNCc1cc(Cl)ccc1OCc1ccccc1 | -8% | -8% | -13% | 32% | -9% | 2% | 4% | 9% | 6
COc1ccc2cc(C#N)c(Nc3cccc(F)c3)nc2c1 | 43%[activator][57.1 µM] | -16% | 27%[57.1 µM] | 21% | 7% | 5% | 1% | -2% | -2
COc1cccc(-c2cc(=O)c3cc(NC(C)=O)ccc3[nH]2)c1 | 147%[activator][57.1 µM] | 18% | 78%[activator] | 35% | -7% | -2% | -4% | -3% | -5
CC1=C(C(=O)OCC2CCCCC2)C(c2ccc(F)cc2F)CC(=O)N1 (stereo unspecified) | -2% | -32% | 4% | 36% | -3% | 0% | -9% | 2% | -4
O=C(Nc1ccc(F)cc1F)c1ccco1 | -8% | 4% | 14% | 15% | -8% | 4% | 0% | -7% | -4
O=S(=O)(Nc1ccc(Cc2ccncc2)cc1)c1cccs1 | -5% | -7% | 15% | 54%[activator] | i | 6% | 4% | 4% | -7
CN(c1ccccc1C(=O)Nc1ccc(S(=O)(=O)N2CCCC2)cc1)S(C)(=O)=O | 8% | -4% | 12% | 15% | -1%[11.5 µM] | -1% | 3% | 0% | 0
Cc1nnc(N2CCN(C(=O)Nc3cc(F)ccc3F)CC2)c2nn(-c3ccc(Cl)cc3)c(C)c12 | 3%[57.1 µM] | ? | 27%[57.1 µM] | 69%[activator] | . | -19% | . | 0% | 2
O=C(Cn1cnc2c(NCc3ccccc3)ncnc21)NCC1CCCO1 (stereo unspecified) | -2% | -8% | 5% | 22% | 0% | 0% | -9% | 2% | -3
Cc1cc(Cl)ccc1NNC(=O)c1cccs1 | 6%[57.1 µM] | -14% | 11%[2.29 µM] | 12% | i | ? | 5% | -7% | 0
Cc1ccc(-c2nnc(-c3ccc4c(c3)OCO4)o2)cc1 | 17%[57.1 µM] | -11% | 10%[57.1 µM] | 11% | -2% | 4% | -4% | 4% | 1
Cc1ccc(NC(=O)c2c(C)oc3ccc(O)c(CN4CCCC4)c23)c(C)c1 | -3% | -29% | 4% | 4% | 8% | 8% | -1% | -10% | -2
COc1ccc(-n2nnc3c(=O)n(Cc4cc(C)ccc4C)cnc32)cc1 | 1%[57.1 µM] | -4% | 5%[57.1 µM] | 22% | -8% | 2% | 1% | -12% | -1
CC12COC3(C(=O)Nc4ccccc4)CC1CCC32C (stereo unspecified) | 3% | -18% | 16% | 26% | 4% | -1% | 8% | 4% | 5
CCOc1cc(-c2cc(-c3ccc(NC(C)=O)cc3)nc(N)c2C#N)ccc1O | 13% | -9% | 21% | 25% | i | -3% | 2% | 17% | 5
N/C(COc1ccccc1)=N\NS(=O)(=O)c1ccccc1 | 2% | -4% | -9% | 27% | -5% | 7% | 2% | 0% | -4
C/C(=N\NC(=O)c1ccncc1)c1cccnc1 | -4% | -28% | 0% | 21% | -10% | 17% | -7% | -7% | 0
CC(C)(C)c1ccc(O)c(N=Cc2cc3c(cc2[N+](=O)[O-])OCO3)c1 | -10% | -10% | -12% | ? | 5% | ? | 3% | 0% | -2
COC(=O)c1c(NC(=O)COC(=O)CNC(=O)C2CCCCC2)sc(C)c1C | 20% | -17% | 10% | 26% | -9% | -6% | 0% | 6% | 3
COc1cccc(NC(=O)Cn2cc(C(=O)C3CCCCC3)c3ccccc32)c1 | 0% | -30% | 16% | 43%[activator] | -2% | -1% | -8% | 13% | -1
CCCN(C)C[C@H]1Oc2ncc(Br)cc2C(=O)N([C@@H](C)CO)C[C@@H]1C | . | -18% | . | . | -8% | -1% | 14% | . | 0
CNc1nnc(CSc2nc(C)cc(C)n2)s1 | 11%[57.1 µM] | 6% | 24%[57.1 µM] | 11% | -5% | 8% | 1% | -1% | -3
O=C(CSC1=NS(=O)(=O)c2cc(F)ccc2N1)Nc1cccc(F)c1 | -7% | -5% | -10% | 32% | -8% | 3% | -1% | -4% | -4
Cc1ccc2c(SCC(=O)NCc3ccco3)nc(-c3ccc(F)cc3)nc2c1 | 2% | -12% | 14% | 24% | -2% | -2% | 4% | -6% | -1
CC(C)(C)CC(=O)Nc1ccccc1N1CCN(c2ccc(F)cc2)CC1 | -2%[57.1 µM] | -22% | -5%[57.1 µM] | 0% | -1% | 4% | 2% | 0% | 0
CC(C)[C@H](NC(=O)c1cccc(CN(Cc2ccccc2)C(=O)c2ccccc2)c1)C(=O)O | 10%[57.1 µM] | -8% | 12%[57.1 µM] | 2% | -2% | 12% | -11% | 1% | 3
O=C(Cc1cccc2ccccc12)OCn1nnc2ccccc2c1=O | 7%[57.1 µM] | -10% | 11%[57.1 µM] | 36% | -7% | -8% | 1% | 2% | 1
CN(C)S(=O)(=O)c1ccc(Cl)c(NC(=O)CN2CCNC(=O)C2)c1 | -4%[57.1 µM] | -11% | 8%[57.1 µM] | 24% | 7% | 7% | -2% | 18% | 8
S=C(Nc1ccccc1)N(CCN1CCOCC1)Cc1cccc(Cl)c1 | 0% | -6% | 6% | 34% | -14% | 10% | 1% | 0% | 1
Cc1cc(C(=O)COC(=O)c2ccc(F)cc2)c(C)n1C | 3% | -7% | 8% | 38% | 2% | 7% | 5% | 1% | -1
C/C=C/c1ccc(OCC(=O)Nc2cc(S(=O)(=O)N3CCOCC3)ccc2N2CCCC2)c(OC)c1 | -5% | -7% | -7% | -12% | 9% | -11% | -3% | 20% | -1
COC(=O)c1c(NC(=O)CN2CCN(C(=O)c3ccco3)CC2)c2cc(C)ccc2n1C | 3% | -14% | -4% | 19% | 9% | 15% | -2% | 3% | -1
Cc1ccc(CNC(=O)C(=O)Nc2c3c(nn2-c2ccccc2)CSC3)cc1 | 3%[57.1 µM] | -12% | 4%[57.1 µM] | 32% | i | 2% | -12% | 5% | -4
COc1ccc(OCc2n[nH]c(=S)n2N)cc1 | 7%[57.1 µM] | -4% | ? | 10µM* | 6% | 4% | -1% | ? | -9
CC(C)n1c(N2CCN(CC(=O)Nc3ccc4c(c3)OCCO4)CC2)nc2ccccc21 | 6% | -24% | 11% | 1% | -8% | -8% | 7% | 1% | 3
